High-throughput results: PubChem BioAssay, National Center for Advancing Translational Sciences (NCATS)
B2AR arrestin = recruits beta-arrestin to the human beta2-adrenergic receptor | beta-arrestin recruitment to beta2AR, cell-based reporter | actives 0.02% (n = 330,000) | Potency, µM (top dose mostly 46.1 µM), for the others: at the top dose activation, hits mostly activators;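 further: potency means the concentration at half of the fitted maximal effect; 0% = DMSO controls and full agonism = EC100 isoproterenol or metaproterenol; nearly all actives have a fitted effect of over 65% in size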
PKM2 act = increases activity of human pyruvate kinase M2; P14618; purified PKM2, Kinase-Glo ATP luminescence, activation; response scale: 0% is enzyme alone, no compound; Potency, µM (top dose mostly 57.5 µM), inactives show at the highest dose activation, usual class: activators; actives 0.34% (n = 260,000); further: potency means the concentration at half of the fitted maximal effect; on the % scale 0 is the no-effect control and ±100 the full control effect; nearly all actives have a fitted effect of over 55% in size
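Kinase-Glo luminescence reports ATP generated from ADP (0.1 mM) and PEP (0.5 mM) by purified hPK-M2 after 1 h at room temperature, pH 7.2 imidazole buffer; intermediate enzyme activity allows detecting inhibitors and activators.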
GALK inhibitor = blocks human galactokinase activity; P51570; Purified GALK, Kinase-Glo residual ATP luminescence; Potency, µM (series often up to 57.5 µM), inactives show top-dose activity change, negative = inhibition, usual class: inhibitors; actives 0.007% (n = 270,000); further: potency means the concentration at half of the fitted maximal effect; on the % scale 0 is the no-effect control and ±100 the full control effect
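Quantitative HTS: GALK 5 nM, ATP 35 uM, galactose 100 uM, 1 h room temperature, then luciferase-based ATP detection.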
FBPA coupling cs = counter-screen for Giardia aldolase inhibitors: coupling enzyme system; AID 2472; coupling enzyme system counterscreen, AmpLite Red fluorescence; actives 0.67% (n = 290,000); activity change, negative = inhibition, % at 58.2 µM, hits read low; in the data active means activity change below about -30%; further: on the % scale 0 is the no-effect control and ±100 the full control effect
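Fluorescence at 525 nm excitation and 598 nm emission measured inhibition of the coupled detection system without aldolase. Compounds (at 57.5 uM final) were preincubated 10 min at room temperature with coupling enzyme reagent before a 20 min substrate/AmpLite Red step.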
Giardia kill = Giardia lamblia killing; Giardia lamblia trophozoite viability; activity change, % at 7.66 µM, hits read low; actives 0.15% (n = 340,000); AID 540267; in the data active means activity change below about -80%; inconclusive means between about -30% and that limit;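 further: parasites exposed to compound for two days anaerobically before the ATP read; on the % scale 0 is the no-effect control and ±100 the full control effect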
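Viability, read as ATP luminescence: trophozoites at 100 cells/well, compound added, 48 hrs anaerobic at 37 deg C, then 15-30 min room-temperature development before reading.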
ASM inhibitor = human S-ASM enzyme inhibition; P17405; actives 0.006% (n = 340,000); AID 504937; Potency, µM (highest dose often 57.5 µM), inactives show at the top dose activity change, negative = inhibition, actives largely listed as inhibitors; placental ASM, HMU-PC fluorogenic substrate, 60 min; further: potency means the concentration at half of the fitted maximal effect
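Human placenta-derived ASM enzyme was preincubated with compound for 10 minutes at room temperature, then given fluorogenic substrate HMU-PC0 (9 uM final) for 60 minutes at 37 °C; a pH 10 stop preceded fluorescence reading at Ex 386/Em 447 nm.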
Menin MLL FP TR = menin-MLL binding inhibition, Texas Red mutant peptide; O00255; actives 0.23% (n = 270,000); Menin + Texas Red MLL mutant peptide, fluorescence polarization; Potency, µM (top dose mostly 61.6 µM), without a hit: top-dose FP activity change, negative = inhibition, usual class: inhibitors; active means well fitted inhibition curve with a large enough effect in the polarisation, with a control signal flat, not every such curve was filed as active; inconclusive means small, poorly fitted or top-dose-only effect, or effect the other way, or a change in a side signal; inactive means no such curve, though single readings can be large or run the other way; the % refers to the polarisation; further: potency means the concentration at half of the fitted maximal effect; % of control where 0% means no effect; many of its hits are not listed in these tables
Target sequence (O00255 whole entry, looked up): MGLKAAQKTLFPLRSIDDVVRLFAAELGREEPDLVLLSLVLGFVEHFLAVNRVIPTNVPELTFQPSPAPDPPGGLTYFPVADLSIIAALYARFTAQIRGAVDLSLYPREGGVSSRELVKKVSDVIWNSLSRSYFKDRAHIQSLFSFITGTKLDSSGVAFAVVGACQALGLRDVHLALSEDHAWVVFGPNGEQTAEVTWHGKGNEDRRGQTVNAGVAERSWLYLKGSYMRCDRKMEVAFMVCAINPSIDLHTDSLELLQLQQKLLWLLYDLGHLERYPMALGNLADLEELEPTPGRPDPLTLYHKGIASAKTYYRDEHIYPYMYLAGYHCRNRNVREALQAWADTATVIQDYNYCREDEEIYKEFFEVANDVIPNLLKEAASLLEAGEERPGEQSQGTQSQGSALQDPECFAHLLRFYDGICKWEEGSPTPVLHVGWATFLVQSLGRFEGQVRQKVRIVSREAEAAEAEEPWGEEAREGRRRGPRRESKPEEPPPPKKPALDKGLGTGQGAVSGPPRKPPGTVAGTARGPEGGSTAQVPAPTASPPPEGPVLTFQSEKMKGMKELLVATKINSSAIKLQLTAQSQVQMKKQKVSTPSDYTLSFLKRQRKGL
a7 integrin act = integrin-mediated muscular dystrophy alleviation activation; Potency, µM (top dose mostly 38.3 µM), without a hit: at the top dose activation, hits mostly activators; actives 0.064% (n = 350,000); AID 624291; alpha7betagal myoblasts, beta-gal FDG fluorescence, 48 h;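 further: potency means the concentration at half of the fitted maximal effect; 100% = response of the positive control SU9516; nearly all actives have a fitted effect of over 60% in size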
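alpha7betagal+/- myoblasts (passage 13, 250/well) treated 48 h at 37C with compounds at 1:260 dilution of DMSO stock. Lysed, then beta-galactosidase activity read as FDG fluorescence (ex 480/em 540) after 30 min, with pre-read for autofluorescence.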
PTAP TSG101 blk = blocks PTAP/TSG101 interaction to inhibit HIV-1 budding; Fluorescence polarization, FITC-PTAP peptide / Tsg101 binding; Potency, µM (doses to about 115 µM), for the others: top-dose activity change, negative = inhibition, hits mostly inhibitors; 340,000 tested, under 10 active; AID 493005; active means well fitted inhibition curve with a large enough effect in the main read-out, with a control signal flat, not every such curve was filed as active; inconclusive means small, poorly fitted or top-dose-only effect, or effect the other way, or a change in a side signal; inactive means no such curve, though single readings can be large or run the other way; further: potency means the concentration at half of the fitted maximal effect; % of control where 0% means no effect
Target sequence (Q99816 whole entry, looked up): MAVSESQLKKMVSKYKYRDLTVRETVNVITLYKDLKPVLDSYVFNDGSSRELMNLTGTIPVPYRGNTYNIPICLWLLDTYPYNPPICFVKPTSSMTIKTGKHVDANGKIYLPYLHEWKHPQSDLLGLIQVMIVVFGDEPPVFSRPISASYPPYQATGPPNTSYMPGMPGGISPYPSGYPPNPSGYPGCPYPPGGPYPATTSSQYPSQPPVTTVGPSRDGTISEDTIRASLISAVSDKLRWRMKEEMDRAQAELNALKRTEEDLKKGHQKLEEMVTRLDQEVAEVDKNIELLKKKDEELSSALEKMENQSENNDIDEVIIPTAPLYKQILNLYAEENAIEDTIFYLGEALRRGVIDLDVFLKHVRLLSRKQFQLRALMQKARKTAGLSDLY
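FP read-out: FITC-PTAP peptide, 50 nM final, binding Tsg101 binding domain, 10 uM final; 20 min, r.t.; 10 mM HEPES pH 7.5, 0.15 M NaCl, 0.01% Tween 20, 3 mM EDTA, 0.1 mM TCEP.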
Chronic BCR inh = chronic active BCR signaling inhibition | ABC-DLBCL IkBa-CBG/CBR reporter, luminescence ratio, 4 h | Potency, µM (series often up to 46.1 µM), for inactives: at the top dose ratio change, negative = lower green/red ratio, hits mostly inhibitors | actives 0.05% (n = 340,000) | AID 493014; active means well fitted inhibition curve with a large enough effect in the signal ratio, with a control signal flat, not every such curve was filed as active; inconclusive means small, poorly fitted or top-dose-only effect, or effect the other way, or a change in a side signal; the % refers to the signal ratio;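 further: potency means the concentration at half of the fitted maximal effect; plate controls were basal doxycycline-induced cells for no effect and cells given 10 µM MG132 for full effect; MG132 reads +100%, hits lower the ratio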
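Doxycycline induced both beetle luciferases in TMD8 lymphoma cells; IKK-driven degradation limits the IkappaBalpha-fused green signal, while red luminescence normalises for cell number and nonspecific effects. Compounds tested up to 46 uM, 4 hrs.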
Tb PFK inh = inhibitors of T. brucei phosphofructokinase; O15648; T. brucei PFK, ADP-Glo luminescence; Potency, µM (series often up to 57.5 µM), for the others: top-dose activity, negative = inhibition, hits mostly inhibitors; actives 0.17% (n = 330,000);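 further: potency means the concentration at half of the fitted maximal effect; 0% = uninhibited 1x PFK enzyme wells and -100% = no-enzyme wells; nearly all actives have a fitted effect of over 60% in size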
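PFK 1.25 nM, F6P 0.5 mM, ATP 0.1 mM, 0.1 M TEA pH 8.0, 5 mM MgCl2, 0.01% Tween20, 0.1% BSA; 45 min RT. ADP-Glo readout. qHTS titration up to 57 uM; curves fitted, compounds curve-classed.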
An asterisk follows results filed as active; ? = inconclusive; / = no result given; & = joins results of further samples; [ ] = another dose, or the depositor's remark. Unless noted, the call rests on the fitted dose curve; in most records, active means well fitted curve in the direction sought with a large enough effect; inconclusive means small, poorly fitted or top-dose-only effect, or another doubt; inactive means no such curve, though single readings can be large; an effect the other way counts as inactive or inconclusive. These rows are one share of the data (hit frequency here may not be typical).

SMILES | B2AR arrestin | PKM2 act | GALK inhibitor | FBPA coupling cs | Giardia kill | ASM inhibitor | Menin MLL FP TR | a7 integrin act | PTAP TSG101 blk | Chronic BCR inh | Tb PFK inh
COc1cccc(OC)c1C(=O)NC(=O)Nc1c(F)c(F)c(F)c(F)c1F | -1.0% | -1.1% | -0.4% | 0.3 | -18.7 | 7.5% | / | -9.6% | -4.3% | -0.3% | -2.3%
CCCCn1c(N)c(N(CC(C)C)C(=O)C2CC(=O)N(CCc3ccccc3)C2)c(=O)[nH]c1=O (stereo not given) | -0.5% | -8.6% | -0.9% | / | -1.1 | 0.9% | / | 0.9% | -1.7% | -0.6% | 0.4%
Cc1c(C#N)c2ccccc2n1CC(=O)NC(C)c1ccccc1 (stereo not given) | -0.9% | 6.0% | -2.2% | 1.0 | -11.0 | 2.1% | 0.0% | -14.4% | -0.6% | ? | 1.9%
CN(C)S(=O)(=O)c1ccc(N2CCCC2)c(C(=O)OCC(=O)NC2(C#N)CCCCC2)c1 | 0.2% | / | / | / | 9.7 | 5.1% | / | -0.5% | 0.5% | 7.6% | -3.3%
NNC(=O)c1ccc(CSc2nc3ccccc3s2)cc1 | 0.2% | 10.0% | 3.2% | 2.1 | -14.6 | -3.0% | 11.8% | -16.3% | -5.2% | -17.0% | 2.8%
CCCCC1=NN2C(=N)CC(=O)N=C2S1 | 0.1% | 6.9% | -2.5% | 1.9 | -12.3 | 5.9% | 19.6% | 0.4% | -3.3% | 5.9% | 2.1%
NS(=O)(=O)c1ccc(CCNC(=O)CN2CCC(Cc3ccccc3)CC2)cc1 | 0.1% | -0.4% | 2.8% | -3.4 | -1.2 | 0.0% | -13.2% | -18.7% | 0.0% | -1.7% | -4.7%
O/N=C/c1ccc(-c2ccccc2OC(F)(F)F)o1 | 0.0% | 2.4% | -1.1% | -2.9 | -2.0 | -4.1% | / | 1.7% | -0.7% | ? | 10.4%
CC(C)(C)N(CC#CCC(O)(c1ccccc1)C1CCCC1)CCO (stereo not given) | 0.1% | -2.3% | 0.9% | 0.6 | 3.3 | -2.8% | -6.3% | 0.5% | 0.1% | 0.5% | -2.1%
CCn1c(=N)n(CC(=O)c2ccco2)c2ccccc21 | -0.2% | 0.2% | -3.3% | -2.7 | 13.0 | -0.4% | -5.2% | -38.9% | -3.8% | 5.4% | 0.9%
Cc1ccc(C(=O)NC2(O)C(=O)c3ccccc3C2=O)cc1C | -0.1% | 1.6% | ? | -19.5 | 4.5 | 5.4% | / | 0.0% | -1.7% | ? | 22.2%
Cc1ccc(NC(=O)CCC(=O)N2CCC(C)CC2)c([N+](=O)[O-])c1 | -0.2% | 0.0% | 4.8% | / | -6.7 | -0.9% | / | 7.1% | -0.4% | ? | -2.1%
COc1ccc(C2/C=C\CN(C(=O)NC34CC5CC(CC(C5)C3)C4)CC(=O)N2Cc2ccc(F)cc2)cc1 (stereo not given) | -0.7% | 3.7% | -2.4% | -0.7&-0.7 | -12.9&30.6 | -16.3% | -14.3% | -13.2% | / | -0.8% | 1.4%
C/C(CCc1ccc2c(c1)OCO2)=N\N=C1\NC(=O)CC(C(=O)Nc2ccccc2)S1 (stereo not given) | -0.6% | -1.2% | -1.1% | -1.1 | -8.5 | -11.9% | 17.5% | 1.8% | -14.9% | 5.8% | 6.4%
CCOC(=O)c1ccc(Nc2nc(C)nc3c2nnn3Cc2ccccc2)cc1 | -0.2% | 0.8%[11.5 µM] | 0.3% | -1.1 | -1.4 | -3.8% | 18.8% | -21.4% | -2.9% | 0.9% | -1.9%
CC(C)CNc1c(N)n(CC(C)C)c(=O)[nH]c1=O | 0.0% | -10.7% | -1.4% | -0.6 | -15.6 | 38.0%[activator] | 1.1% | 12.4% | -3.8% | ? | 0.6%
COc1ccc(CNCCc2ccc(Cl)cc2)cc1OCc1ccccc1 | -0.3% | 1.6% | 4.3% | 0.3 | 4.6 | 5.3% | -19.6% | -55.1%[inhibitor] | -1.5% | ? | -6.2%
CCCn1nnc(NC(=O)/C=C/c2cc(Br)ccc2OC)n1 | -1.0% | 2.3% | 0.7% | -1.2 | 1.4 | 1.1% | -1.2% | -13.0% | 1.0% | 3.8% | -6.8%
CCOC(=O)C1CCCN(c2c(NCC3CCCN3CC)c(=O)c2=O)C1 (stereo not given) | 0.1% | -1.7% | 1.6% | 3.1 | -6.4 | 1.9% | 4.7% | 21.3% | -0.8% | -1.2% | -4.3%
COc1ccc(CC(=O)Nc2nnc(C(C)(C)C)s2)cc1OC | -1.1% | 0.2% | -2.7% | 1.8 | -4.5 | 0.2% | -17.7% | -31.9% | -2.3% | -19.7% | 15.0%
O=C(Cc1cccs1)Nc1ccc(F)cc1F | 9.7% | -0.9%[11.5 µM] | -1.7% | 0.2 | 7.4 | -1.8% | ? | 37.4% | -3.2% | -1.1% | -8.0%
CC(C)(C)n1nc2c(c1NC(=O)COc1ccc3ccccc3c1)CS(=O)(=O)C2 | -0.1% | 2.9% | -0.1% | -29.4 | 0.7 | 1.7% | 1.4% | 4.5% | -8.3% | -19.7% | -2.8%
Cc1cc(C(=O)COC(=O)c2cccc(O)c2)c(C)n1C1CC1 | 0.0% | / | / | / | -2.9 | 11.2% | / | -7.5% | -2.6% | -12.1% | -0.2%
Cc1nn(CC(=O)NC(C)c2ccccc2)c(=O)c2ccccc12 (stereo not given) | -0.1% | -2.9% | -2.0% | 5.8 | -2.4 | 1.8% | 17.1% | -3.9% | -7.7% | ? | -0.2%
CCCN(CCC)C(=O)C1CCC(CNS(=O)(=O)c2cccc3nsnc23)CC1 (stereo not given) | 3.3% | / | -7.9% | / | -18.5 | -2.2% | / | 5.0% | -5.2% | 1.8% | 5.0%
The list goes on.
SMILES | B2AR arrestin | PKM2 act | GALK inhibitor | FBPA coupling cs | Giardia kill | ASM inhibitor | Menin MLL FP TR | a7 integrin act | PTAP TSG101 blk | Chronic BCR inh | Tb PFK inh
Cc1ccc(NC(=O)c2ccc3c(c2)[nH]c(=O)n3C(C)C)cc1 | 0.3% | 6.7% | -2.7% | -1.7 | -16.9 | -5.3% | 16.9% | 5.7% | 2.8% | 12.7% | -1.7%
O=C(COc1cccc(OC(F)F)c1)Nc1ccc(SC(F)F)cc1 | -1.2% | 0.3% | -2.5% | -1.7 | -14.2 | -4.0% | ? | 22.1% | -3.1% | -6.9% | -2.5%
CCN1C(=O)C(NC(C)=O)c2cc(Br)ccc21 (stereo not given) | 0.2% | 0.9% | 2.7% | 3.3 | 5.3 | 3.0% | 26.7% | -29.0% | -1.0% | -2.6% | -1.5%
Cc1ccc(-c2nc3ccccc3s2)cc1NC(=S)NC(=O)/C=C/c1ccco1 | 0.1% | 6.9% | -1.1% | 1.6 | -5.7 | -6.6% | ? | -12.5% | -2.4% | -3.9% | 1.7%
O=C(N1CCOCC1)N1CCC(n2nnc3ccccc32)CC1 | -0.3% | -1.0% | 0.0% | -5.6 | 6.8 | -2.8% | -4.6% | 6.4% | -3.9% | 1.4% | 0.6%
O=c1c(CN2CCN(c3ccccn3)CC2)coc2ccccc12 | -0.5% | 2.1% | 1.1% | 5.2 | -13.0 | -0.3% | -11.0% | 7.6% | 0.5% | 0.0% | 0.0%
O=C(O)CCN1C(=O)/C(=C/c2cn(-c3ccccc3)nc2-c2cccs2)SC1=S | 0.0% | 5.0% | -0.4% | -0.7 | 0.4 | -16.0% | 10.3% | 2.1% | ? | 17.8% | 0.4%
COc1ccc(C(=O)Nc2nnc(C)s2)cc1S(=O)(=O)N1CCOCC1 | -0.2% | / | / | / | -1.2 | 2.3% | / | 24.1% | 0.6% | -0.2% | -0.6%
COc1ccc(NC(=O)c2sc3nc(N4CCCC4)c4c(c3c2N)CC(C)(C)OC4)c(OC)c1 | 0.5% | 5.4% | 5.9% | 4.5 | -24.1 | 215.7%[activator] | ? | -24.7% | -2.7% | -6.8% | 2.5%
CCn1nc(C)c(/C=N/NC(=O)CSc2ccccn2)c1C | -0.5% | 5.8% | / | 1.7 | -5.2 | -0.6% | / | 3.1% | 0.6% | 2.1% | 0.1%
